Abeta yeast res: qHTS for compounds that reverse cellular toxicity of Amyloid beta (A-beta) peptide in yeast: Primary Screen | Potency, µM (series often up to 46.1 µM), for the others: at the highest dose growth rescue, usual class: activators | 410,000 tested, 0.063% active | yeast expressing A-beta42, growth rescue, OD600, 48 h; response scale: 0% DMSO, 100% iron-clioquinol control; note: potency is the fitted concentration of half-maximal effect; nearly all actives have a fitted effect of over 55% in size
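Yeast growth medium received pinned compounds, then yeast cells expressing toxic A-beta were added; plates incubated at 30 C for 48 hr. Growth read as absorbance at 600 nm, normalized to DMSO and equimolar FeCl3 plus clioquinol controls.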
EPAC2 antag: qHTS for Antagonist of cAMP-regulated guanine nucleotide exchange factor 2 (EPAC2): primary screen; Potency, µM (top dose mostly 114 µM), for inactives: top-dose activity, negative = inhibition, hits mostly inhibitors; Rap guanine nucleotide exchange factor 4 (Homo sapiens), Q8WZA2; EPAC2 GEF exchange of Rap1B-BODIPY-GDP, fluorescence; 360,000 tested, 0.18% active; AID 720708, 2013; note: potency is the fitted concentration of half-maximal effect; % is set by controls: 0 for no effect and ±100 for the full control effect; nearly all actives have a fitted effect of over 45% in size; many of its hits are not listed in these tables
Target sequence (Q8WZA2 whole entry, looked up): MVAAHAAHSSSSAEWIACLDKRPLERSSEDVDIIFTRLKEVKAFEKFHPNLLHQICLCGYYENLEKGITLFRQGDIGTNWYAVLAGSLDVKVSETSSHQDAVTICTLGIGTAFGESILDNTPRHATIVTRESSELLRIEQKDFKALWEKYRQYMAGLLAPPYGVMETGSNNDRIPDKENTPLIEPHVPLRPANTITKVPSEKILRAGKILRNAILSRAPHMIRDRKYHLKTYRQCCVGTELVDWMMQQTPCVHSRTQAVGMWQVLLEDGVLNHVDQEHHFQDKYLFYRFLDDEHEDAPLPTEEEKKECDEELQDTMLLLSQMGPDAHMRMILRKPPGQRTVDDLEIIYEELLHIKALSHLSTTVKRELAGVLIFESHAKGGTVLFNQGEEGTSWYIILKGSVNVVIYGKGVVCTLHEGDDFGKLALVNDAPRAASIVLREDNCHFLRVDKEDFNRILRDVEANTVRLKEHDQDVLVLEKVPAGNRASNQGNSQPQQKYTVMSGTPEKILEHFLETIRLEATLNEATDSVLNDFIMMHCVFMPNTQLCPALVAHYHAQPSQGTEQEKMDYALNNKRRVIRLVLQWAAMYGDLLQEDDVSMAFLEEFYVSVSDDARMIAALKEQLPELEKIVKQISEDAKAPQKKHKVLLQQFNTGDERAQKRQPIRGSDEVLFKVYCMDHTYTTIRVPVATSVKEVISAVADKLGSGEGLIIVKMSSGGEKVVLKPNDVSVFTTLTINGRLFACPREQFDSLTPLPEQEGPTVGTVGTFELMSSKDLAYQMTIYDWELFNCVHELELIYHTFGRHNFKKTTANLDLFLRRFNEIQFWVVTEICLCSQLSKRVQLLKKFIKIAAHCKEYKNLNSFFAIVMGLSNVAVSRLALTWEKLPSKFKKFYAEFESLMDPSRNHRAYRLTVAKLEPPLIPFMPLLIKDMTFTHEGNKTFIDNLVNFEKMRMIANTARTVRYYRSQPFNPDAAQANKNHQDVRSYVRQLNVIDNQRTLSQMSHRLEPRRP
FUS suppressor: qHTS for Suppressors of FUS Proteinopathy: Primary screen using FUS-linked yeast assay; S. cerevisiae FUS-expressing, growth rescue, OD600, 24 h; Potency, µM (highest dose often 76.6 µM), for the others: at the top dose growth rescue (activation), actives largely listed as activators; 390,000 tested, 0.24% active;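 note: potency is the fitted concentration of half-maximal effect; plate controls were DMSO vehicle for no effect and reference control for full effect; nearly all actives have a fitted effect of over 55% in size; some results filed as inactive show a strong effect at the top dose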
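S. cerevisiae expressing FUS from galactose induction served as the toxicity model. Growth after 24hr at 30C, read as absorbance at 600 nm, indicates suppression of toxicity; compounds dosed at several concentrations.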
D3 antag: qHTS of D3 Dopamine Receptor Antagonist: qHTS | D(3) dopamine receptor (Homo sapiens), P35462 | D3R cells, DiscoveRx beta-arrestin luminescence, antagonist mode; active compounds read low | max response, negative = inhibition, % | 360,000 tested, 2.5% active; in the data active = max response below about -50%; inconclusive = no clear call, values can overlap the other calls; note: % is set by controls: 0 for no effect and ±100 for the full control effect; mostly tested at two doses, the higher about 12 µM
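Cells plated overnight at 1500 cells/well, then exposed to library compounds with dopamine controls for 90 minutes at 37 degrees C. DiscoveRx reagent added for 30–60 minutes at room temperature; luminescence read, quantitative HTS format.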
EPAC2 ag: qHTS for Agonist of cAMP-regulated guanine nucleotide exchange factor 4 (EPAC2): primary screen; EPAC2 activation, biochemical qHTS; response scale: 100% = 6.5 mM cAMP response; Potency, µM (highest dose often 154 µM), without a hit: at the top dose activation, most hits filed as activators; 360,000 tested, 0.079% active; note: potency is the fitted concentration of half-maximal effect; nearly all actives have a fitted effect of over 50% in size
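Guanine nucleotide exchange by EPAC2 is measured as reduced fluorescence of BODIPY-GDP once it is released from 250 nM Rap1B. Plates are read kinetically for 30 min at room temperature; results are scaled to 6.5 mM cAMP.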
TDP43 rescue: qHTS of TDP-43 Inhibitors; 410,000 tested, 1.8% active; TDP-43 expressing yeast growth rescue, BacTiter-Glo, 24 h; Potency, µM (series often up to 46.1 µM), for inactives: at the highest dose growth rescue (activation), usual class: activators; note: potency is the fitted concentration of half-maximal effect; % of control where 0% means no effect; nearly all actives have a fitted effect of over 50% in size
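In this qHTS, compounds that restore growth of yeast expressing TDP-43 appear as activators. Cells (OD600=0.02, galactose medium, raffinose-pregrown) are incubated with compound 24 hr at 30 deg C and growth is quantified by BacTiter-Glo.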
D3 ag: qHTS of D3 Dopamine Receptor Agonist: qHTS; max activation, %; D(3) dopamine receptor (Homo sapiens), P35462; 410,000 tested, 0.58% active; D3R DiscoveRx beta-arrestin cells, luminescence, 90 min; AID 652048, 2013; in the data active = max activation above about 30%; note: 0% is about no effect; mostly tested at two doses, the higher about 12 µM
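Cells at 1500/well, incubated overnight, then treated with pinned compounds (dopamine as control) for 90 min at 37 degrees C. DiscoveRx reagent added for 30 - 60 minutes at room temperature; luminescence read.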
aSyn yeast inh: qHTS of alpha-syn Inhibitors; Yeast expressing alpha-synuclein, growth rescue, BacTiter-Glo, 24 h; Potency, µM (top dose mostly 46.1 µM), without a hit: at the highest dose growth rescue (activation), most hits filed as activators; 370,000 tested, 0.14% active; AID 652106, 2013; note: potency is the fitted concentration of half-maximal effect; % of control where 0% means no effect; nearly all actives have a fitted effect of over 65% in size
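Screening used galactose-induced yeast with toxic alpha-synuclein levels, exposed to compound for 24 hr at 30 deg C. Cell growth, read with BacTiter-Glo luminescence, gave the measured signal.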
Starred values were filed as active, the others as inactive; ? = inconclusive; nt = not tested or not shown; & = joins results of further samples; [ ] = dose if it differs, or a comment. Unless noted, calls come from the whole dose curve; as a rule, active = well fitted curve in the direction sought with a large enough effect; inconclusive = small, poorly fitted or top-dose-only effect, or another doubt; inactive = no such curve, though single readings can be large; an effect the other way counts as inactive or inconclusive. These rows are one share of the data, so the mix of outcomes need not match the whole.

SMILES	Abeta yeast res	EPAC2 antag	FUS suppressor	D3 antag	EPAC2 ag	TDP43 rescue	D3 ag	aSyn yeast inh
COc1ccc(Cl)cc1C(=O)NNC(=O)c1cccc([N+](=O)[O-])c1	nt	5%	-14%	-1	11%	8%	4	-4%
CCCN(CC1CC1)C(=S)Nc1ccccc1F	14%	-5%	6%	-13	9%	nt	-6	0%
Cc1ccc(S(=O)(=O)N2CCCCC2)cc1NC(=O)CSc1nnc(C2CC2)n1C	-7%	-1%	27%	-71*	0%	-13%	-8	-4%
Cc1ccc(C(=O)NC2CCCCC2)cc1S(=O)(=O)N1CCCC1	-11%	12%	nt	2	0%	-17%	5	1%
O=C(CCC(=O)Nc1ccccc1)N/N=C/C=C/c1ccccc1	12%	0%	nt	0	2%	2%	3	3%
COC(=O)c1ccc(Oc2nc(NC(C)C)nc(N(C)C)n2)cc1	17%	-5%	3%	-15	5%	8%	-2	-3%
O=C(NC(Cc1c[nH]c2ccccc12)C(=O)O)c1ccc(F)cc1 (stereo not given)	6%	2%	11%	6	2%	-3%	15	0%
COc1ccc(-c2csc(/C(C#N)=C/Nc3ccc4c(c3)OCCO4)n2)cc1	-21%	-14%[57.1 µM]	-18%	-2	14%	-12%	-3	0%
COc1cc(/C=N/NC(=O)CC(=O)NC2CCCCC2)ccc1O	5%	3%	4%	10	8%	-4%	-7	-9%
CCNC(=S)N1CCN(S(=O)(=O)c2ccc(C)c(C)c2)CC1	-10%	9%	-11%	-6	9%	7%	0	-1%
CCCCn1c(NCc2ccc(N(C)C)cc2)nc2ccccc21	1%&7%	-5%	-7%&6%	-12	9%	5%&2%	-3&-5	1%
Cn1c(=O)c2cc(S(=O)(=O)NCCC(=O)Nc3ccc(Cl)cc3)ccc2n(C)c1=O	-4%	5%	23%	4	6%	-13%	-12	0%
COc1ccccc1C(=O)n1nc(-c2ccco2)nc1N	3%	-2%	nt	5	-4%	23%	0	-7%
Cc1nn2c3ccccc3n(C)c2nc1=O	2%	-6%	-8%	0	4%	-14%	5	4%
CNC(=O)NC(=S)NC(=O)c1cccc(Cl)c1	-13%	20%	16%	0	2%	-22%	-13	-4%
CCN(C(=O)COC(=O)c1[nH]c(C)c(C(C)=O)c1C)c1c(N)n(Cc2ccccc2)c(=O)[nH]c1=O	-7%	1%	37%	-22	5%	-1%	8	-1%[1.84 µM]
Cc1ccc(S(=O)(=O)N2CCN(c3nc(-c4cccs4)nc4ccccc34)CC2)cc1	-20%	-27%	2%	nt	-10%	nt	nt	-3%&2%&4%
COc1ccc([N+](=O)[O-])cc1N(CC(=O)NCCSc1ccc(C)cc1)S(C)(=O)=O	-11%	1%	17%	-13	-5%	-5%	-3	-1%
O=C(C1CCC1)N1CCN(Cc2ccccc2)CC1	12%	3%	-4%	-24	1%	5%	1	0%
C/C=C/c1ccc(OCCCCN2CC(C)CC(C)C2)c(OC)c1 (stereo not given)	-11%	27%	-4%	-74*	10%	4%[9.22 µM]	-39	-2%
COc1cc(C(=S)N2CCOCC2)ccc1OC(=O)c1ccc(Br)cc1	-1%	-19%	0%	-1	8%	17%	3	6%
CC(C)c1ccc(NC(=O)CN(C)S(=O)(=O)c2ccc3c(c2)n(C)c(=O)c(=O)n3C)cc1	0%	nt	36%	nt	nt	10%	6	nt
O=C(Oc1cccc2ccccc12)c1ccccc1	-9%	?	7%	12	16%	10%	-12	-13%
COc1ccc(COC(=O)c2ccc(N3CCCC3=O)cc2)cc1F	9%	-10%	6%	11	16%	23%	-2	-1%
CCc1nnc(NC(=O)CSCc2cc(=O)n3nc(C)sc3n2)s1	13%	4%	6%	-2	-4%	?	1	8%
O=C(Nc1ccccc1O)c1cccc(NC(=O)c2ccco2)c1	2%	2%	-19%	7	8%	0%	2	-6%
COc1cc(NC(=O)c2cc(-c3cccnc3)nc3ccc(Br)cc23)cc(OC)c1	7%	1%	-2%	27	-1%	7%[9.22 µM]	36*	-21%
O=C(O)COc1ccc(NC(=O)c2ccc3c(c2)C(=O)N(CC2CCCO2)C3=O)cc1 (stereo not given)	1%	4%	-3%	?	2%	18%	3	-5%
Cc1occc1C(=O)N/N=C/c1ccccn1	-3%	21%	-8%	-13	10%	10%	-22	-2%
Cc1ccc(N(CC(=O)NCc2ccc3c(c2)OCO3)S(=O)(=O)c2c(C)noc2C)cc1	-2%	6%	-11%	-4	3%	?	6	0%
COC(=O)c1ccccc1NC(=O)COC(=O)/C=C/c1ccco1	-18%	5%	-4%	8	-4%	23%	-2	2%
COc1ccccc1CN=C1Nc2ccccc2CS1	10%	9%	7%	-16	5%	-8%	4	-10%
O=C(CCCCC(=O)Nc1ccc(F)cc1)Nc1ccc(F)cc1	-3%	6%	-17%	-8	9%	5%	-7	0%
O=C(Nc1cccc(O)c1)c1cc(-c2ccc3c(c2)OCO3)on1	-17%	20%	-4%	12	13%	-21%	-4	-2%
OCC(CO)(CO)N=Cc1cc(Br)ccc1O	-7%	-10%	18%	?	1%	-20%	-24	11%
CN1CC(=O)N(CC(=O)Nc2ccc(Cl)c(C(F)(F)F)c2)c2ccccc2C1=O	-27%	nt	-13%	nt	nt	-16%	10	nt
CC(=O)c1cccc(NC(=O)CN2C(=O)NC(C)(c3ccc4c(c3)OCCCO4)C2=O)c1 (stereo not given)	-7%	2%	12%	-5	9%	23%	-1	-6%
O=C(CSc1cn(Cc2ccccc2)c2ccccc12)Nc1nccs1	5%	10%	-27%	-10	11%	14%	-3	1%
c1ccc(Oc2nc3ccccc3n3cccc23)cc1	11%	5%	-12%	-20	8%	10%	1	8%
COc1ccccc1-c1ccc2c(c1)C(C)(Cc1cccc(F)c1)C(=O)N2 (stereo not given)	24%	-24%	12%	5	4%	5%	5	27%
Cc1cc([N+](=O)[O-])nn1CCCC(=O)N1CCN(c2ccccc2)CC1	-13%	-4%	15%	-21	-1%	22%	-3	-2%
O=[N+]([O-])c1cc(O)c2ncccc2c1	-73%[inhibitor]	6%	7%	-58*	12%	-32%[inhibitor]	-16	?
CNC(=O)C[C@H]1C(=O)N(Cc2ccccc2)C[C@@H]1Cc1ccccc1	-2%	2%	-20%	15	1%	27%	1	-1%
COC(=O)[C@]12CCCCC=C1N(Cc1ccco1)C(=O)[C@H](CC(=O)NCCC(C)C)C2	8%	-4%	31%	0	-6%	27%	-1	2%
CC(=O)c1ccc(C(=O)NC2CCCN(Cc3ccccc3F)C2)s1 (stereo not given)	-6%	14%	-1%	1	5%	6%	4	2%
CCOc1ccc(NC(=O)c2ccc(NC(=O)c3cn4c5c(c(N6CCN(C)CC6)c(F)cc5c3=O)OCC4C)cc2)cc1 (stereo not given)	?	-22%	26%	12	-3%	13%	4	9%
CN(CC(=O)O)Cc1nc2ccccc2[nH]1	-4%	7%	22%	?	3%	-10%	-27	3%
NC(Cc1ccc(Cl)cc1)c1csc(NC(=O)Nc2ccccc2-c2ccccc2)n1 (stereo not given)	2%	-4%	?	37	0%	0%	6	-20%
CC(C)(C)c1ccc(C(=O)Nc2ccc(Oc3cccnc3)nc2)cc1	1%	-11%	37%	-2	15%	16%	5	-4%
N#CCC(=O)Nc1ccc(C(=O)N2CCN(S(=O)(=O)c3ccc4ccccc4c3)CC2)cc1	10%	-21%	?	-4	1%	-8%	8	9%
C=CCOc1ccc2ccccc2c1CNCCCN1CCOCC1	-10%	-3%	nt	0	13%	12%	-9	7%
O=C(C1=NOC2(C1)C(=O)Nc1ccccc12)N1CCCC1 (stereo not given)	-10%	0%	-18%	17	7%	20%	7	-8%
O=C(CCc1ccc(O)c(O)c1)N/N=C/c1ccc2c(c1)OCO2	23%	-1%	13%	-7	-3%	0%	76*	3%
COc1ccc(CCNC(=O)Cn2cc(S(=O)(=O)Cc3ccc(F)cc3)c3ccccc32)cc1OC	3%	nt	?	nt	nt	4%	-5	nt
CCc1ccc(/C=C2/SC(=S)N(CCC(=O)Nc3cccc(C(=O)O)c3)C2=O)cc1	0%	19%	2%	12	-1%	-11%	-9	1%
COc1ccc(N2C(=O)C(Cl)=C(N3CCCC(C)C3)C2=O)cc1 (stereo not given)	3%	2%	19%	-6	2%	?	-48	-1%
COc1ccc(C(=O)c2oc3ccccc3c2NC(=O)COc2cccc(C)c2)cc1	-8%	nt	-24%	nt	nt	9%[9.22 µM]	-9	nt
CCC(NC(=O)Nc1ccc(O)cc1)(C(F)(F)F)C(F)(F)F	4%	-2%	-3%	1	-10%	4%	4	-19%
O=C(O)c1ccc(NC(=O)C2C3CCC(C3)C2C(=O)O)cc1 (stereo not given)	-5%	-4%	-15%	-5	4%	-13%	-2	-1%
CCOC(=O)c1ccc[n+](C(C)C(=O)c2ccc(-c3ccccc3)cc2)c1 (stereo not given)	8%	-8%	13%	-22	12%	21%	-8	11%

Later entries
SMILES	Abeta yeast res	EPAC2 antag	FUS suppressor	D3 antag	EPAC2 ag	TDP43 rescue	D3 ag	aSyn yeast inh
COC(=O)c1ccc(SCC(=O)NC2CCCC2)c([N+](=O)[O-])c1	-15%	3%	3%	17	7%	18%	1	3%
Cc1sc(NC(=O)c2ccco2)c(C(c2cccnc2)N2CCN(C)CC2)c1C (stereo not given)	0%	3%	11%	0	6%	26%	3	0%
CCn1c(SCC(=O)c2cc(C)ccc2C)nc2cc(S(=O)(=O)N3CCOCC3)ccc21	16%	6%	nt	5	9%	8%	2	2%
O=C(N/N=C/c1ccco1)c1cc(-c2cccc3ccccc23)n[nH]1	12%	-4%	?	26	25%	?	2	17%

Record cards, as listed above. Values in the order: Abeta yeast res, EPAC2 antag, FUS suppressor, D3 antag, EPAC2 ag, TDP43 rescue, D3 ag, aSyn yeast inh
O=C(N/N=C/c1ccco1)c1cc(-c2cccc3ccccc23)n[nH]1 reads 12%, -4%, ?, 26, 25%, ?, 2, 17%
CCn1c(SCC(=O)c2cc(C)ccc2C)nc2cc(S(=O)(=O)N3CCOCC3)ccc21 reads 16%, 6%, nt, 5, 9%, 8%, 2, 2%
